D1 potentiator: enhances dopamine response at the human D1 receptor. 0.036% of 360,000 active. potentiation, % at 10 µM. HEK293 TREx D1 cells, calcium flux, dopamine EC20 potentiation; in the data active = potentiation above about 30%; note: 0% is about no effect
Target sequence (P21728 whole entry, looked up): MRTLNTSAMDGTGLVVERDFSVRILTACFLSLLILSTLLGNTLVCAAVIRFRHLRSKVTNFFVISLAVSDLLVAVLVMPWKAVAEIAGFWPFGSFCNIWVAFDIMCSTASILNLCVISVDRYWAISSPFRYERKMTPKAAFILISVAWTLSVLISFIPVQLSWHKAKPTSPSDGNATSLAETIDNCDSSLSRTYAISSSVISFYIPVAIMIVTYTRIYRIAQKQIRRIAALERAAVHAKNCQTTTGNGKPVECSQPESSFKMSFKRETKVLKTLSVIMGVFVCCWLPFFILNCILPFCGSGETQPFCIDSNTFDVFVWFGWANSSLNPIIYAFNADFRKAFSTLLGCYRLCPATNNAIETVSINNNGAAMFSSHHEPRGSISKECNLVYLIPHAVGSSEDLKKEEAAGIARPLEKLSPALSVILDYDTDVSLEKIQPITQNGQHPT
Vif-APOBEC3G blk: Vif-A3G binding inhibition | Q9HC16 | Potency, µM (highest dose often 46.1 µM), inactives show at the highest dose activity, negative = active, actives largely listed as inhibitors | 0.076% of 410,000 active | HeLa A3G-eYFP + Vif (tagged APOBEC3G with the HIV-1 protein that degrades it), YFP fluorescence, overnight;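 note: potency is the fitted concentration of half-maximal effect; % is set by controls: 0 for no effect and ±100 for the full control effect; nearly all actives have a fitted effect of over 60% in size; hits raise eYFP signal because A3G escapes Vif-driven loss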
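Read-out is eYFP fluorescence (Ex 488/Em 500-530) from Vif-expressing HeLa A3G-eYFP cells; more signal means A3G escaped Vif-mediated degradation. Cells plated overnight, compound pinned in, incubated overnight at 37 deg C.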
D2 PAM: D2 dopamine receptor (human) potentiation | HEK293 T-REx D2, calcium flux, EC20 dopamine potentiation | potentiation, % at 10 µM | 0.34% of 340,000 active | AID 485347;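 active = potentiation over 3 SD above the plate norm, cut at about 30% in these data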; note: 0% is about no effect
Target sequence (P14416 whole entry, looked up): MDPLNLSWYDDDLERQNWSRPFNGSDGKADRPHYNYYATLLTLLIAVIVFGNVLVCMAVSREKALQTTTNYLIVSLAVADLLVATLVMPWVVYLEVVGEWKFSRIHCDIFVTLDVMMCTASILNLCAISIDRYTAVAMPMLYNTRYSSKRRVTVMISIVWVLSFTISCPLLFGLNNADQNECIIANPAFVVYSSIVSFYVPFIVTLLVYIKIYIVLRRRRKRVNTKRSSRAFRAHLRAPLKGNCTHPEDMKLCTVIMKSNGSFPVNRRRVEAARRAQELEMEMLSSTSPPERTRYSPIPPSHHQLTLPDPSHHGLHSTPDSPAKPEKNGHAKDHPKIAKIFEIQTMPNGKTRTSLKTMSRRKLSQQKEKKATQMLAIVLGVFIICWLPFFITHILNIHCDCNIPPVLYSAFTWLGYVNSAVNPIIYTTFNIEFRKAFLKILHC
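Cells plated with tetracycline inducer and held overnight at 30 C; calcium dye loaded 30–90 min at room temperature; baseline taken, compound added and read 180 s; EC20 dopamine then added and read 180 s.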
Glioma ERSR ind: ER stress response induction in glioma; U87-MG GRP78 promoter luciferase reporter, 16 h; 0.02% of 420,000 active; Potency, µM, for the others: at the highest dose activation, actives largely listed as activators; AID 602332; note: potency is the fitted concentration of half-maximal effect; series mostly up to about 76 µM; % of control where 0% means no effect; nearly all actives have a fitted effect of over 35% in size
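Stably transfected U87-MG glioma cells carrying a GRP78-based luciferase sensor; 16 h compound incubation. Luminescence end-point read 10 min after Bright-Glo addition at room temperature.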
RXFP1 ag: activates the human relaxin receptor RXFP1. Q9HBX9. HEK293T-RXFP1 cAMP TR-FRET, 30 min; response scale: percent of porcine relaxin response, buffer zero. Potency, µM (titrated, usually from 57.5 µM), inactives show at the highest dose activation, hits mostly activators. 0.3% of 370,000 active; note: potency is the fitted concentration of half-maximal effect; % is set by controls: 0 for no effect and ±100 for the full control effect; nearly all actives have a fitted effect of over 60% in size; many of its hits are not listed in these tables
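cAMP rise read by TR-FRET after 30 min, 37C compound exposure (up to 58 uM) in RXFP1-transfected HEK293 cells with Ro 20174 present. EC50 from Hill-equation fits, with 29 nM porcine relaxin as 100% and buffer as basal.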
Vif-A3F inh: inhibitors of Vif-A3F interaction; HeLa A3F-eYFP + Vif (tagged APOBEC3F with the HIV-1 protein that degrades it), YFP fluorescence increase; Potency, µM (doses to about 46.1 µM), without a hit: top-dose activity, negative = active; 0.2% of 390,000 active; AID 602313; note: potency is the fitted concentration of half-maximal effect; % of control where 0% means no effect; nearly all actives have a fitted effect of over 65% in size
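Fluorescence increase (Ex 488/Em 500-530) after overnight compound treatment at 37 deg C flags inhibition of Vif-driven A3F-eYFP loss in stable HeLa A3F-eYFP/Vif cells seeded overnight beforehand.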
LDHA block: inhibitors of human lactate dehydrogenase A. P00338. purified LDHA, NADH/diaphorase-resazurin fluorescence; stronger effect = lower value. activity change, % (values are at about 110 or 230 µM). 0.15% of 480,000 active; in the data active = activity change below about -30%; inconclusive = mostly about -25% to -30%;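 note: plate controls were DMSO wells for no effect and wells without enzyme for full effect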
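Enzyme activity of human lactate dehydrogenase 5 (2 nM; 0.06 mM NADH, 0.2 mM pyruvate, 5 min, RT) is measured via a resazurin/diaphorase fluorescence readout of residual NADH.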
D1 agonist: agonists of human D1 dopamine receptor | HEK293 T-REx D1 cells, calcium flux, agonist mode | 1% of 360,000 active | P21728 | activation, % at 2 µM; in the data active = activation above about 30%; note: 0% is about no effect
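Inducible HEK293 T-REx D1 cells, force-coupled to calcium signalling, were plated at 4000 cells/well with tetracycline and held overnight at 30 C. After no-wash calcium dye loading, compound-evoked calcium rise over 180 s flagged agonists.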
D1 antag: blocks dopamine activation of the human D1 receptor. P21728. HEK293 TREx D1 cells, calcium flux, dopamine EC80; stronger effect = lower value. activity change, negative = inhibition, % at 10 µM. 3.2% of 360,000 active; in the data active = activity change below about -30%; note: % is set by controls: 0 for no effect and ±100 for the full control effect
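Compound effects on dopamine-evoked calcium signalling were measured in tetracycline-induced HEK293 Trex D1 cells. Dopamine at EC80 followed a 180 s compound pre-read, and fluorescence was tracked kinetically for 180 s more.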
Starred values were filed as active, the others as inactive; ? = inconclusive; . = not tested or not shown; & = joins results of further samples. Unless noted, calls come from the whole dose curve; as a rule, active = well fitted curve in the direction sought with a large enough effect; inconclusive = small, poorly fitted or top-dose-only effect, or another doubt; inactive = no such curve, though single readings can be large; an effect the other way counts as inactive or inconclusive. An excerpt; count on the stated rates, not on these rows.

SMILES	D1 potentiator	Vif-APOBEC3G blk	D2 PAM	Glioma ERSR ind	RXFP1 ag	Vif-A3F inh	LDHA block	D1 agonist	D1 antag
Cc1c(NS(=O)(=O)c2cc(C(=O)NC(C)c3ccccc3)ccc2Cl)c(=O)n(-c2ccccc2)n1C (configuration not stated)	-2.8	-0.5%	-1.3	-3.1%	-0.5%	6.3%	2.0	5.0	2.9
CN(CC(=O)Nc1cccc(F)c1)C(=O)CCCc1nc2ccccc2c(=O)[nH]1	-1.5	-9.0%	2.7	-5.2%	2.3%	3.3%	-3.1	7.4	5.8
CCOc1ccc(S(=O)(=O)NNS(=O)(=O)c2ccc(C)cc2C)cc1	-0.4	0.2%	-8.7	-1.7%	-3.0%	-0.1%	-11.2	-0.1	1.8
NC(=O)c1cc(S(=O)(=O)NCc2ccc(Br)cc2)cs1	-9.1&-4.0	2.7%&2.2%	-13.1&-2.6	-5.0%&-1.4%	1.9%&-0.1%	4.1%&-4.1%	-5.8&-2.3	2.7&1.1	-23.6&-8.3
O=C(O)c1ccc(/C=N/O)cc1	2.5	0.4%	13.3	-4.7%	-1.0%	-2.9%	-9.1	1.7	0.3
Cc1nnc(SCC(=O)NC(C)(C)C)n1NCc1ccc(Cl)cc1	-0.2	-1.3%	13.9	5.4%	-2.9%	-0.7%	-3.0	1.9	-3.5
N#Cc1c(-c2ccccc2)[nH]c(=O)[nH]c1=O	-0.5	-5.1%	5.4	0.6%	3.0%	5.3%	-2.0	3.8	-34.9*
CCOC(=O)N1CCC(NCCNC(=O)c2ccccc2)CC1	-8.3&0.1	1.3%&-1.4%	-13.0&-41.6	-3.3%&-3.8%	-0.8%&0.0%	-11.1%&-5.0%	-21.0&-10.6	2.1&-1.3	-6.2
CC(Oc1ccc(Cl)cc1Cl)C(=O)NCCCN1CCOCC1 (configuration not stated)	.	3.1%	-0.4	-3.7%	0.1%	0.4%	-0.5	2.2	-3.4
CCCn1c(N2CCN(C(=O)/C=C/C(=O)O)CC2)nc2ccccc21	-1.0	-0.1%	-8.3	-4.0%	0.4%	-14.5%	-3.0	7.1	-4.1
Cn1c(=O)c2c(ncn2CC(O)CNc2cccc(Cl)c2)n(C)c1=O (configuration not stated)	-5.7	0.1%	-7.2	-1.6%	?	0.3%	-3.1	9.3	-19.2
COc1ccc2c(c1)C(=O)N(Cc1ccccc1)C(=O)C2(C)C	5.2	-5.5%	.	-2.7%	-2.1%	-3.3%	-3.4	0.9	4.2
COc1ccccc1NC(=O)Nc1nc(CC(=O)N2CCN(c3ccccc3OC)CC2)cs1	-5.2	-3.4%	-11.5	-1.9%	-0.3%	7.3%	-4.8	0.7	8.1
Cc1ccc(NC(=O)COC(=O)CCc2c(C)nc3nc(N)nn3c2C)cc1C	6.8	-0.7%	-21.1	-1.6%	-0.9%	-2.5%	-16.0	3.5	51.8
Oc1c(Br)cc(Br)cc1CNc1nccs1	-7.2	0.6%	8.4	-3.9%	1.1%	3.1%	-2.0	3.6	-4.2
O=C(Nc1ccc(S(=O)(=O)N2CCC(c3nc4ccccc4s3)CC2)cc1)c1ccccc1	-5.0	4.1%	-11.1	-4.2%	2.5%	0.2%	-0.4	0.3	-10.0
COc1ccc(Cl)cc1S(=O)(=O)Nc1cccc(-c2ccc(N3CCOCC3)nn2)c1	4.8	-1.7%	0.1	-4.1%	1.1%	-4.6%	7.5	0.7	-8.9
C=CCn1c(-c2csc3c2CCC(C)C3)n[nH]c1=S (configuration not stated)	-6.5	-5.0%	-4.1	5.2%	5.4%	3.4%	-2.6	-1.5	-17.2
O=C(COC(=O)c1ccccn1)c1ccc(Br)cc1	-4.8	-1.0%	-7.4	-0.3%	-2.0%	-2.3%	-11.3	-0.2	17.7
Cc1cc(N2CCC(C(=O)N(CC(C)C)CC(C)C)CC2)n2nc(C)c(-c3ccc(Cl)cc3)c2n1	-1.4	3.9%	-6.7	-1.1%	-0.5%	-3.5%	1.7	1.4	-4.2
CCN1C(=O)[C@H]2[C@@H](c3ccc(-c4ccc(F)cc4)cc3)N[C@@](CC(C)C)(C(=O)OC)[C@H]2C1=O	1.5	-0.8%	-12.2	-1.9%	0.8%	-0.4%	0.3	1.0	0.0
CCOC(=O)[C@@H]1[C@H]2COc3cc(OC)ccc3[C@@H]2N2C(=O)N(c3cccc(Cl)c3)C(=O)[C@]12C	-5.2	-11.6%	-0.3	-2.0%	0.5%	-5.8%	-2.1	2.1	0.2
CCNS(=O)(=O)c1ccc(CCC(=O)NCc2ccncc2)cc1	-2.5	-0.1%	1.1	-5.1%	1.5%	1.0%	-8.6	1.1	1.6
COc1cc(C(=O)N=c2sc3c(C)ccc(OC)c3n2C)cc(OC)c1OC	4.1	0.9%	4.9	2.9%	?	1.3%	0.5	1.6	-7.4
Cc1cc2c(n1-c1ccc(C(=O)NCCc3ccc(Cl)cc3)cc1)CCC(C)C2 (configuration not stated)	-1.9	-2.1%	-6.1	-1.1%	-1.7%	-3.7%	-1.7	1.5	8.9

(more compounds)
SMILES	D1 potentiator	Vif-APOBEC3G blk	D2 PAM	Glioma ERSR ind	RXFP1 ag	Vif-A3F inh	LDHA block	D1 agonist	D1 antag
O=S(=O)(c1ccccc1S(=O)(=O)N1CCCCC1)N1CCCCC1	0.8	1.9%	-9.1	-3.0%	3.3%	-1.2%	1.5	-0.5	-9.1
CCC(C)Cn1c(S(=O)(=O)O)nc2ccccc21 (configuration not stated)	0.7	0.7%	-13.3	-4.5%	0.9%	6.1%	-5.6	6.4	7.7
Cc1sc2ncn(CC(=O)Nc3ccc(C(F)(F)F)cc3)c(=O)c2c1S(=O)(=O)N1CCN(C)CC1	-0.3	-3.2%	11.8	-2.2%	0.3%	-13.7%	-4.1	1.2	8.9
CCc1ccc(N2C(=O)C3C4C=CC(CC4)C3C2=O)cc1 (configuration not stated)	2.2	-0.8%	-4.3	2.6%	0.7%	-0.3%	0.6	1.9	20.4
Oc1ccc(CNc2cccc(C(F)(F)F)c2)c2cccnc12	0.0	.	.	.	0.5%	.	.	6.1	7.2
COc1cccc(-c2sc3ccc(OC)cc3c2-c2ccc(C(N)=O)cc2)c1	-2.0	-8.5%	.	-1.7%	-1.0%	0.3%	-5.0	-0.6	.
CC1=CC(C)C2C(=O)N(c3ccccc3)C(=O)C2C1 (configuration not stated)	-2.5	0.8%	3.2	-0.4%	1.0%	1.5%	6.9	-0.6	9.1
CCN(CC(=O)Nc1ccccc1OC)CC(=O)Nc1c(Cl)ccc(C)c1Cl	-7.8	-1.9%	-6.3	-7.2%	0.8%	-6.5%	-5.9	1.2	-9.6
O=C1C2C3C=CC(CC3)C2C(=O)N1/N=C/c1ccc(O)cc1 (configuration not stated)	-3.0	0.9%	.	-0.2%	3.4%	-1.2%	-1.0	1.6	-8.1
O=C(OCc1cn([C@H]2CN(C(=O)c3cccs3)[C@@H](c3ccccc3)C[C@@H]2O)nn1)c1ccccc1	.	-1.1%	.	-1.3%	.	2.8%	0.8	.	.
Cc1ccc(-c2nc3cc(N)ccc3o2)cc1	-3.0	-7.3%	0.4	-7.0%	13.0%	-4.7%	0.0	3.1	12.9
CC(=O)c1ccc(NC(=O)c2noc(C)c2[N+](=O)[O-])cc1	12.3	10.3%	.	6.8%	-0.3%	-0.3%	-7.2	2.3	1.5
Cc1ccc(C(=O)N2CCC(C)CC2)cc1S(=O)(=O)N1CCCCC1	-5.6	1.8%	12.0	-1.8%	-0.5%	-19.8%	-10.2	4.8	5.6
Cc1cc(C)n(S(=O)(=O)/C=C/c2ccccc2)n1	4.7	?	5.0	-4.1%	2.0%	-8.1%	2.4	3.5	0.1
Cc1ccc(NC(=O)CN(C)CCOc2ccccc2)c([N+](=O)[O-])c1	.	-1.9%	5.4	-1.3%	0.0%	-3.0%	1.8	6.8	-21.6
C[C@H](CO)N1C[C@H](C)[C@H](CN(C)Cc2ccncc2)Oc2ncc(C#CC3CC3)cc2C1=O	.	-4.3%	.	-4.7%	.	5.6%	1.2	.	.
CCOC(=O)N1CCN(c2ncnc3c2oc2nc(C(C)C)c4c(c23)CCC4)CC1	-1.8	1.2%	8.6	-3.9%	0.5%	8.7%	-3.9	0.8	-11.6
COc1ccc(-c2c(-c3ccc(S(C)(=O)=O)cc3)sc3ccc(OC)cc23)cc1	.	-10.5%	.	-4.6%	.	-0.2%	-0.3	.	.
COc1ccccc1-n1nnnc1SCC(=O)N(CC(C)C)C1CCS(=O)(=O)C1 (configuration not stated)	-1.9	0.7%	-2.5	-2.3%	2.1%	-1.4%	-0.7	1.9	8.3
COC(=O)c1nc(N)sc1C	-10.0	1.3%	-9.1	-0.8%	1.4%	-7.0%	-7.4	1.6	9.0
Cc1ccc(Oc2cc(NC(=O)CCCn3nc([N+](=O)[O-])cc3C)cc([N+](=O)[O-])c2)cc1	-6.6	0.6%	-9.7	-2.7%	-0.7%	-20.0%	-3.6	2.4	-3.8
CC(C)NC(=O)c1ccc(OC2CSC2)cc1	0.7	1.3%	4.2	0.0%	1.4%	-8.4%	-2.5	-1.2	-21.8
C=Cn1cc[n+](CC(=O)c2ccc(Cl)c(Cl)c2)c1	2.0	-9.0%	10.3	?	0.2%	-9.4%	-6.9	-0.1	4.3
O=C(c1cccc(-n2cccc2)c1)N1CCN(S(=O)(=O)c2ccccc2Br)CC1	-4.7	-0.7%	-11.3	-0.6%	1.0%	-0.2%	-4.7&-3.9	1.4	-2.8
CCN1CCN(C(=O)Cn2c(=O)sc3ccccc32)CC1	-0.2	0.3%	.	-6.8%	0.6%	2.5%	-5.7	4.7	8.7
CNC(=O)NC(=O)CSc1nc2ccccc2n1CCOC	0.3	-5.4%	5.4	0.6%	-2.0%	-21.8%	-2.2	1.7	6.8
COCc1ccc(C(=O)NC2CCCc3c2cnn3-c2cc(C)cc(C)c2)s1 (configuration not stated)	-1.7	2.6%	-1.1	1.0%	-1.2%	1.5%	-0.6	3.8	-13.7

Not a retest: an excerpt of the list.
SMILES	D1 potentiator	Vif-APOBEC3G blk	D2 PAM	Glioma ERSR ind	RXFP1 ag	Vif-A3F inh	LDHA block	D1 agonist	D1 antag
CC1=CC(C)C2C(=O)N(c3ccccc3)C(=O)C2C1 (configuration not stated)	-2.5	0.8%	3.2	-0.4%	1.0%	1.5%	6.9	-0.6	9.1
CCN(CC(=O)Nc1ccccc1OC)CC(=O)Nc1c(Cl)ccc(C)c1Cl	-7.8	-1.9%	-6.3	-7.2%	0.8%	-6.5%	-5.9	1.2	-9.6

Screening results (PubChem)
